Source: PubChem BioAssay
ASAP1 GAP inh = ASAP1 ArfGAP inhibition. Q9ULH1. ASAP1-stimulated ARF1 GTP hydrolysis, GDP FP detection. inhibition, % at 16.5 µM. 0.19% of 360,000 active. AID 624377; in the data active means inhibition above about 25%;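 further: 0% = vehicle with enzyme and substrate and 100% = no enzyme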
Target sequence (Q9ULH1 325-724 limits assumed): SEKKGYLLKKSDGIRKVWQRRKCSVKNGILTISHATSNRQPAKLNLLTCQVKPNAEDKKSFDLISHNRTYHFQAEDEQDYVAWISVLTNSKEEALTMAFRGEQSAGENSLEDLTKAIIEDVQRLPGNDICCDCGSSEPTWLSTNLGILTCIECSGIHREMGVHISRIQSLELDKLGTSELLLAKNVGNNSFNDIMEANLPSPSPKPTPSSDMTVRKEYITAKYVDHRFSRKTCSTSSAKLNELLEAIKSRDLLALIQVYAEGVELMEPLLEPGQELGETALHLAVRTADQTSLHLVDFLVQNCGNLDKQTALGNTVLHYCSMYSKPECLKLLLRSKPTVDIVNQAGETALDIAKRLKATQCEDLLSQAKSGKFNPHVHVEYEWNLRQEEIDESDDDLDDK
mABHD4 FP = inhibitors of mouse ABHD4; purified mABHD4, FP-Rh probe fluorescence polarization; inhibition, % at 8.92 µM; 0.54% of 370,000 active;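 active means inhibition exceeding the mean over every tested compound plus 3 SD, cut at about 30% in these data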;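 further: 0% = plate median of compound wells and 100% = S159A mutant with DMSO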
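Test system: mABHD4 protein | Buffer or medium: HEPES pH 7.0 buffer, 150 mM NaCl, 0.01% Pluronic F-127 | Probe or stimulus: FP-Rh fluorescent activity-based probe, added after compound pre-incubation | Timing: Pre-incubation 45 min, probe exposure 60 min, at 25 °C | Technique: Fluorescence polarization, excitation 525 nm, emission 598 nm, BODIPY TMR filters | Repeats: Single well per compound (singlicate)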
HTRA1 inhibitor = HTRA1 (human) protease inhibition; Q92743; recombinant HTRA1, FP-rhodamine activity-based probe, fluorescence polarization; inhibition, % at 5.96 µM; 0.5% of 340,000 active; in the data active means inhibition above about 36%;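 further: 0% = enzyme with DMSO and 100% = wells lacking enzyme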
Target sequence (Q92743 whole entry, looked up): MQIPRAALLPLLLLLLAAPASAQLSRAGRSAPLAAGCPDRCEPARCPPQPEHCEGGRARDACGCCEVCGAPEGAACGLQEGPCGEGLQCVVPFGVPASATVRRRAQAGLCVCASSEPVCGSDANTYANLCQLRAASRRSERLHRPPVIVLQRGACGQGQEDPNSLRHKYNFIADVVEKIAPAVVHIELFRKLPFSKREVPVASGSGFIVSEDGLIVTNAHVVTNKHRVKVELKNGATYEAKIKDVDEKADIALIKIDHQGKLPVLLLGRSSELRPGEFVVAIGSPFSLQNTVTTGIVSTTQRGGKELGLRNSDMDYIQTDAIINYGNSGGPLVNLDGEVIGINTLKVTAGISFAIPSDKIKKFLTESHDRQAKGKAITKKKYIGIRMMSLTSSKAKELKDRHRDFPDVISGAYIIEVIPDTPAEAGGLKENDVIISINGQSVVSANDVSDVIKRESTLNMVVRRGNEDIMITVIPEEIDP
ARFGAP1 inh = inhibits rat ARF GTPase activating protein 1. inhibition, % at 16.5 µM. Arfgap1-stimulated ARF1 GTP hydrolysis, GDP FP detection. 0.26% of 360,000 active. AID 651572. Q62848;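 active means inhibition above a per-plate limit, mean inhibition of low control wells plus 3 SD, cut at about 25% in these data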;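 further: 0% = DMSO wells with enzyme and 100% = wells lacking Arfgap1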
Target sequence (Q62848 1-136 limits assumed): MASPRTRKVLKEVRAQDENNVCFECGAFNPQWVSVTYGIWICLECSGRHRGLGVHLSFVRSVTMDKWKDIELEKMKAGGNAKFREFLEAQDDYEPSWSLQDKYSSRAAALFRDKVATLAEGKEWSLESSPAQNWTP
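material = rat Arfgap1 catalytic domain, aa 1-136 | also added = human ARF1(Δ1-17)-GTP substrate | compound dosing = one concentration, 16.5 µM, DMSO 1.26% | times = GTP hydrolysis reaction 2 h at 25 °C | measured by = FP, GDP Alexa 633 tracer displaced from anti-GDP antibody, 620/688 nm | evaluation = percent inhibition of Arfgap1-stimulated GTP hydrolysis | replication = single well per compound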
NPR2 activator = GC-B (human) receptor activation; HEK293-GC-B cells, CNP EC30, cGMP TR-FRET; 0% at EC30 CNP, 100% saturating CNP; AID 1920062; P20594; activation, % at 10 µM; 0.11% of 370,000 active;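 active means activation at 10 µM reaching about 35% in either raw or pattern-adjusted values, limit read from the data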
GC-A act = GC-A (human) enzyme activation. HEK293 GC-A cells, cGMP TR-FRET, EC30 ANP; 0% at EC30 ANP, 100% saturating ANP. activation, % at 10 µM. 0.14% of 370,000 active; in the data active means activation above about 40%
NR1D1 modulator = Rev-erb alpha (human) modulation; P20393; Rev-erbα–FITC-DNA binding, fluorescence polarization, 90 min; activity, % at 10 µM; 0.79% of 370,000 active; AID 1259318;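 active means activity above about 14%, limit read from the data; passing the limit was not always enough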;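 further: 0% = DMSO wells with 35 nM protein and 100% = DMSO wells with 750 nM protein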
SMARCA2 activ = SMARCA2 function activation, primary screen. activation, % at 9.1 µM. MG213 cells, MMTV-luciferase reporter, dexamethasone, overnight. 1% of 370,000 active. AID 652017; in the data active means activation above about 7.8%;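 further: 0% = vehicle wells and 100% = reference activator wells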
PG9 binder = small molecules binding HIV-1 gp120 antibody PG9; TR-FRET gp120-PG9 antibody binding; inhibition, % at 6.7 µM; 0.43% of 360,000 active; AID 624416; in the data active means inhibition above about 8.5%
rCAG RNA binder = r(CAG) repeat RNA binding; TO-PRO-1 dye displacement fluorescence; inhibition, % at 3 µM; 1.3% of 370,000 active;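 active means inhibition above the plate cutoff, the mean of all test compounds on that plate plus 3 SD, cut at about 35% in these data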;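 further: 0% = DMSO alone and 100% = 100 µM mitoxantrone as full dye displacement; higher means more dye released from RNA so lower well fluorescence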
Active calls of the source: *; / = no result given.

SMILES	ASAP1 GAP inh	mABHD4 FP	HTRA1 inhibitor	ARFGAP1 inh	NPR2 activator	GC-A act	NR1D1 modulator	SMARCA2 activ	PG9 binder	rCAG RNA binder
O=[N+]([O-])c1cccc(COc2ccc(CN3CCCCC3)cc2)c1	10.7	12.2	-7.4	-4.9	-0.1	5.4	1.4	0.5	0.1	0.9
COC(=O)C1(O)CC(C(C)C)=NN1C(=O)c1ccccc1 (stereo unspecified)	8.2	9.4	-1.8	5.3	-0.8	1.9	1.3	-3.3	-1.2	-0.7
CCN(CC(=O)Nc1c(F)cccc1F)C(=O)Cc1ccc2c(c1)CCC2	1.3	0.0	0.5	13.6	2.1	1.0	1.7	0.2	1.4	-0.8
COc1ccc(C(=O)Nc2ccc(S(=O)(=O)Nc3cc(C)nc(C)n3)cc2)cc1OC	6.5	-3.4	6.0	-9.3	4.6	2.1	-3.8	-4.9	-0.4	-0.4
CCOC(=O)C1(Cc2ccccc2)CCN(Cc2cccn2-c2cccnc2)CC1	0.3	-2.3	0.7	9.8	-15.8	-38.1	-2.2	0.7	-1.6	-10.7
O=[N+]([O-])c1ccc(Oc2cccc3cccnc23)c([N+](=O)[O-])c1	-18.2	3.4	5.4	7.7	-9.7	-0.9	2.0	-2.6	-1.7	4.2
C(=N\Nc1ccc2nncn2n1)/c1ccco1	-11.8	-7.3	7.0	0.7	2.7	-1.7	2.4	-1.4	-1.3	3.2
CCCNC(=O)C1(C)CCCN(C(=O)Cc2cccc(OC)c2)C1 (stereo unspecified)	11.2	6.7	/	9.6	1.8	-0.5	-2.0	-2.7	-2.9	-2.1
COc1ccc2c(c1)C(NC(C)=O)C(=O)N2CCc1ccccc1 (stereo unspecified)	9.9	4.2	-3.6	10.4	2.2	-5.0	-0.8	-0.7	-0.8	3.8
O=C(CN1CCN(c2ccc(O)cc2)CC1)N(C1CC1)C1CCS(=O)(=O)C1 (stereo unspecified)	-7.3	12.9	-1.0	-5.8	0.7	1.3	0.3	0.3	1.2	2.7
Cc1cc(C=C2C(=O)c3ccccc3C2=O)c(C)n1-c1ccc(C(=O)O)cc1	-10.7	-11.8	-0.5	-1.5	-3.7	3.1	-0.2	-1.4	-1.1	33.6
Cc1cc(OCC(=O)c2ccc(Br)cc2)ccc1N1C(=O)CCC1=O	8.4	0.9	4.5	-13.4	8.6	10.1	5.4	1.5	0.2	-4.1
O=C(CCn1cccn1)N1CCCC(N2CCN(c3cccc(Cl)c3)CC2)C1 (stereo unspecified)	-11.1	1.1	0.8	0.0	1.5	4.7	3.8	3.1	-0.2	-9.1
O=C(O)CCCCNCc1ccccc1	19.3	0.6	6.9	7.7	6.8	-0.5	-8.0	1.3	-0.3	0.1
O=C(COc1cccnc1[N+](=O)[O-])N1CCN(S(=O)(=O)c2ccc3ccccc3c2)CC1	4.2	4.1	1.0	7.3	0.3	-8.3	0.3	-2.2	0.1	-1.3
S=C(NC1CC1)SCc1ccco1	17.1	22.9	0.1	8.7	0.5	0.9	-24.1	-3.7	0.4	27.8
COc1ccccc1N1CCN(C(=O)c2cccc(C(=O)N3CCN(c4ccccc4OC)CC3)c2)CC1	-1.1	1.2	-6.4	3.5	6.6	-0.3	-1.6	-2.9	1.0	-6.5
CC1CN(C(=O)COC(=O)c2c(Cl)cccc2Cl)CC(C)O1 (stereo unspecified)	7.8	2.9	0.2	15.2	-0.8	3.1	-4.4	-0.8	-1.8	0.8
COCCN(C(=O)Nc1ccc(OC)cc1)c1nc2ccccc2s1	9.5	-5.7	0.5	4.3	-2.4	-2.1	0.5	-0.2	0.2	0.3
COc1ccc(C(=O)/C=C/c2cc(OC)c(O)c(OC)c2)c(F)c1	-3.0	0.7	7.5	-3.0	-2.6	-1.4	3.9	-0.7	-0.3	3.8
CCOC(=O)C1=CCN(S(=O)(=O)c2ccccc2Br)C1c1ccc(Br)cc1 (stereo unspecified)	-3.7	-2.5	/	3.2	-6.6	-5.0	7.6	1.0	-0.3	4.4
O=c1c(/C=N/O)coc2ccc(Cl)cc12	0.1	-2.6	0.7	-2.9	0.5	-0.3	-4.0	1.7	-1.7	1.5
Cc1ccc(C(C)NC(=S)NC2CCCCC2)cc1C (stereo unspecified)	1.7	-9.6	-6.8	3.5	-6.4	-1.6	-0.6	-1.3	-1.8	-5.7
CC(=O)N1CCN(CC(=O)Nc2cccc(S(=O)(=O)N3CCCCC3)c2)CC1	1.4	-0.5	0.5	9.5	2.5	1.9	-1.5	-4.8	-0.3	5.9
Cc1cc(C)c(NC(=O)CC(C)(C)C)c(Cl)c1	17.5	1.4	-3.9	-4.0	7.0	-1.1	-1.4	0.8	-2.3	3.9
O=C(CP(=O)(c1ccccc1)c1ccccc1)Nc1nc2ccc(Cl)cc2s1	6.0	-4.6	-13.1	8.3	-3.2	7.0	0.1	-1.8	0.2	-1.6
CNC(=O)/C(C#N)=C/c1c(N2CCCCCC2)nc2c(C)cccn2c1=O	-14.8	-0.7	1.9	7.0	0.8	11.8	4.9	-1.5	-0.8	-4.8
C[C@@H]1CN([C@@H](C)CO)C(=O)c2cc(Br)cnc2O[C@H]1CN(C)S(=O)(=O)c1cccs1	6.5	4.2	3.1	-8.5	1.1	2.0	-0.8	-2.3	-1.3	-0.5
COc1ccc(OC)c(Cc2nnc(CCC(=O)N3CCCCCC3)o2)c1	9.3	-4.4	-5.4	-6.6	-0.8	3.1	1.2	2.0	-0.1	-5.6
COc1ccc(C(=O)C2CCCN(C(=O)Cn3ccc(C)n3)C2)cc1OC (stereo unspecified)	-0.1	-0.9	3.2	-2.6	-1.4	-3.5	0.3	-1.7	0.1	-5.3
O=C(Nc1ccc2c(c1)OCO2)O[C@@H]1C[C@H]2CCC(=O)N3CC[C@@H](C1)[C@@H]23	1.7	1.9	1.3	8.6	-0.9	1.0	-0.6	0.5	3.2	0.6
CN(C)c1ccc(CC(=O)c2nc3ccccc3s2)cc1	2.0	6.0	-4.4	-9.3	-0.7	-0.2	-2.0	0.2	-3.7	4.8
O=C(OCc1cn(Cc2ccc(F)cc2F)nn1)N1CCCC1	/	-3.8	/	/	0.0	3.5	2.5	-0.4	/	2.5
CCC1CCC(N2CCN(c3ccccc3F)CC2)CC1 (stereo unspecified)	-3.3	-0.9	6.3	6.7	7.9	4.5	1.3	-2.0	1.5	-8.7
O=C(N/N=C/c1cccnc1)c1ccccc1[N+](=O)[O-]	12.7	-10.8	1.2	8.2	2.4	-0.8	-1.7	0.4	-4.2	-1.0
O=C(Nc1nnc(CCN2CCCCC2)s1)c1ccccc1Cl	-16.4	-4.5	3.1	-7.4	-1.7	0.1	4.1	-2.5	-0.7	-3.3
COc1ccc(N(CC(=O)Nc2cc(C)ccc2C)S(=O)(=O)c2c(C)[nH]c(=O)[nH]c2=O)cc1	2.4	2.4	2.7	2.5	4.4	0.5	7.5	-1.2	-0.8	14.2
O=C(NCC1CCN(C(=O)c2c(F)c(F)c(F)c(F)c2F)CC1)c1c(F)c(F)c(F)c(F)c1F	5.6	-2.3	3.2	-14.7	1.5	-1.1	-5.2	-3.4	-0.9	-6.1
COc1cccc(C2SCC(=O)N2c2ccc(Br)cc2)c1OC (stereo unspecified)	-10.9	4.1	-8.4	-8.8	-13.3	-32.5	1.4	-0.8	-2.8	-4.1
CCOC(=O)COc1c(/C=N\O)cc(Cl)cc1OC	4.8	-8.8	-4.8	9.2	-3.2	1.3	2.8	0.3	-1.8	-4.5
Cc1ccc(N(CC(=O)N/N=C/c2ccc(OC3CSC3)cc2)S(=O)(=O)c2ccccc2)cc1	3.2	3.5	-8.7	-8.7	4.0	3.1	-6.4	-2.6	-0.3	1.7
O=C(NCCCN1CCOCC1)C(Sc1ccccc1)c1ccccc1 (stereo unspecified)	-8.0	8.8	1.9	4.6	2.4	3.5	2.5	-0.4	0.1	0.4
O=[N+]([O-])c1ccc(N2CCN(c3cccc(Cl)c3)CC2)nc1	0.1	-0.3	4.1	4.2	-10.2	-20.5	-2.5	-0.1	0.9	-1.7
O=C(NCCCn1ccnc1)C1CCN(S(=O)(=O)c2cc([N+](=O)[O-])ccc2Cl)CC1	-2.6	-0.9	4.7	-17.3	3.5	2.5	-1.0	-3.2	1.7	4.7
CS(=O)(=O)N1CCN(c2ccc(C(=O)NC34CC5CC(CC(C5)C3)C4)cc2[N+](=O)[O-])CC1	-11.5	4.3	1.1	1.8	-2.6	0.6	-9.1	-3.2	2.6	2.0
COCc1ccc(C(=O)N(C)C2CCCN(Cc3ccccc3F)C2)o1 (stereo unspecified)	-6.2	4.2	-0.8	-6.9	0.0	3.6	-1.3	-0.3	-0.9	-6.8
NC(Cc1ccc(F)cc1)c1csc(Nc2nncc3ccccc23)n1 (stereo unspecified)	-10.1	14.7	/	3.6	-6.1	-12.8	6.0	-6.2	-0.4	17.9
O=C(C(=O)N1CCN(c2cccc(Cl)c2)CC1)N1CCCCC1	-3.5	0.0	0.9	2.2	2.9	0.3	-2.2	-0.1	-1.1	-3.4
CCN(CC)S(=O)(=O)c1cccc(C(=O)OCC(=O)N2CC(=O)Nc3ccccc32)c1	-2.2	5.3	1.0	13.1	-6.4	-4.4	-2.1	1.4	0.3	-3.9
CCc1c(C(C)S(=O)(=O)c2ccc(C)cc2)[nH]c(=O)n1-c1ccc(OC(F)(F)F)cc1 (stereo unspecified)	-3.6	-0.5	2.2	5.3	4.9	-2.1	4.8	-1.7	-1.5	-9.3
O=C(CSc1ccc2nnc(-c3ccc(F)cc3)n2n1)N1CCCc2ccccc21	6.4	-1.7	-9.4	5.9	-0.6	1.1	1.8	-2.1	-0.1	-4.7
N/C(=N\OC(=O)c1cccc([N+](=O)[O-])c1)c1cccnc1	6.5	-5.4	-2.7	8.9	-7.9	-1.1	0.7	1.3	-2.1	0.9

A run of entries taken from the entries so far:
SMILES	ASAP1 GAP inh	mABHD4 FP	HTRA1 inhibitor	ARFGAP1 inh	NPR2 activator	GC-A act	NR1D1 modulator	SMARCA2 activ	PG9 binder	rCAG RNA binder
Cc1cc(C=C2C(=O)c3ccccc3C2=O)c(C)n1-c1ccc(C(=O)O)cc1	-10.7	-11.8	-0.5	-1.5	-3.7	3.1	-0.2	-1.4	-1.1	33.6
Cc1cc(OCC(=O)c2ccc(Br)cc2)ccc1N1C(=O)CCC1=O	8.4	0.9	4.5	-13.4	8.6	10.1	5.4	1.5	0.2	-4.1
O=C(CCn1cccn1)N1CCCC(N2CCN(c3cccc(Cl)c3)CC2)C1 (stereo unspecified)	-11.1	1.1	0.8	0.0	1.5	4.7	3.8	3.1	-0.2	-9.1

Reprinted at random: three compounds from above.
SMILES	ASAP1 GAP inh	mABHD4 FP	HTRA1 inhibitor	ARFGAP1 inh	NPR2 activator	GC-A act	NR1D1 modulator	SMARCA2 activ	PG9 binder	rCAG RNA binder
CCN(CC)S(=O)(=O)c1cccc(C(=O)OCC(=O)N2CC(=O)Nc3ccccc32)c1	-2.2	5.3	1.0	13.1	-6.4	-4.4	-2.1	1.4	0.3	-3.9
N/C(=N\OC(=O)c1cccc([N+](=O)[O-])c1)c1cccnc1	6.5	-5.4	-2.7	8.9	-7.9	-1.1	0.7	1.3	-2.1	0.9
O=C(CSc1ccc2nnc(-c3ccc(F)cc3)n2n1)N1CCCc2ccccc21	6.4	-1.7	-9.4	5.9	-0.6	1.1	1.8	-2.1	-0.1	-4.7
